NOD2 RIPK2 PPI = NOD2-RIPK2 binding disruptors in cells, primary screen, fluorescence, CHO cells, BLA complementation | hit rate 0.38% among 360,000 | CCF4 ratio | inhibition, % at 4.98 µM | Receptor-interacting serine/threonine-protein kinase 2 (Homo sapiens), O43353; in the data active = inhibition above about 21%;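 note: 0% = vehicle only and 100% = reference blocker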
TROY NFkB inh = inhibitors of TROY-driven NF-kB signaling, primary screen, Q293 LMP1-TROYcd cells, NF-kB luciferase, uHTS | Q293 LMP1-TROYcd NF-kB luciferase reporter, 4 h | inhibition, % at 10 µM | hit rate 0.98% among 360,000;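 active = compounds whose plate-normalised and pattern-corrected inhibition of the luciferase reporter signal at the single screening dose is 50% or more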
Granule exo inh = LAMP-1 surface exposure blockers, TALL-104 cells – cell-based, flow cytometry, MLPCN library, primary screen; AID 651702, 2012; inhibition, % at 10 µM; TALL-104 LAMP-1 surface exposure; cells stimulated with thapsigargin and PMA; hit rate 0.66% among 360,000;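 active = inhibition above about 55%, limit read from the data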
COUP-TFII inh = NR2F2 transcriptional activity inhibitors, primary screen, cell-based, luciferase reporter, HEK293T, luminescence; COUP transcription factor 2 (Homo sapiens), P24468; inhibition, % at 8.6 µM; HEK293T NGFI-A luciferase reporter; hit rate 0.7% among 370,000;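 active = inhibition above a per-plate cutoff, mean inhibition of test wells between control levels plus 3 SD, cut at about 38% in these data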;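 note: cells cotransfected with COUP-TFII expression vector driving the NGFI-A reporter; 0% = median of COUP-TF2 test wells and 100% = reporter-only cells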
SRC2 inh = inhibition of GAL4-SRC2 driven luciferase reporter, primary screen, SRC2 inhibitor project, cell-based, luminescence | hit rate 0.17% among 370,000 | HEK293 GAL4-SRC2 luciferase reporter | Nuclear receptor coactivator 2 (Homo sapiens), Q15596 | inhibition, % at 9 µM;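 active = inhibition above the mean inhibition of all tested compounds plus 3 SD, set per campaign, cut at about 52% in these data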;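 note: 0% = DMSO treated cells and 100% = cells given Gossypol at 36 µM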
Target sequence (Q15596 whole entry, looked up, the tested form may be a part): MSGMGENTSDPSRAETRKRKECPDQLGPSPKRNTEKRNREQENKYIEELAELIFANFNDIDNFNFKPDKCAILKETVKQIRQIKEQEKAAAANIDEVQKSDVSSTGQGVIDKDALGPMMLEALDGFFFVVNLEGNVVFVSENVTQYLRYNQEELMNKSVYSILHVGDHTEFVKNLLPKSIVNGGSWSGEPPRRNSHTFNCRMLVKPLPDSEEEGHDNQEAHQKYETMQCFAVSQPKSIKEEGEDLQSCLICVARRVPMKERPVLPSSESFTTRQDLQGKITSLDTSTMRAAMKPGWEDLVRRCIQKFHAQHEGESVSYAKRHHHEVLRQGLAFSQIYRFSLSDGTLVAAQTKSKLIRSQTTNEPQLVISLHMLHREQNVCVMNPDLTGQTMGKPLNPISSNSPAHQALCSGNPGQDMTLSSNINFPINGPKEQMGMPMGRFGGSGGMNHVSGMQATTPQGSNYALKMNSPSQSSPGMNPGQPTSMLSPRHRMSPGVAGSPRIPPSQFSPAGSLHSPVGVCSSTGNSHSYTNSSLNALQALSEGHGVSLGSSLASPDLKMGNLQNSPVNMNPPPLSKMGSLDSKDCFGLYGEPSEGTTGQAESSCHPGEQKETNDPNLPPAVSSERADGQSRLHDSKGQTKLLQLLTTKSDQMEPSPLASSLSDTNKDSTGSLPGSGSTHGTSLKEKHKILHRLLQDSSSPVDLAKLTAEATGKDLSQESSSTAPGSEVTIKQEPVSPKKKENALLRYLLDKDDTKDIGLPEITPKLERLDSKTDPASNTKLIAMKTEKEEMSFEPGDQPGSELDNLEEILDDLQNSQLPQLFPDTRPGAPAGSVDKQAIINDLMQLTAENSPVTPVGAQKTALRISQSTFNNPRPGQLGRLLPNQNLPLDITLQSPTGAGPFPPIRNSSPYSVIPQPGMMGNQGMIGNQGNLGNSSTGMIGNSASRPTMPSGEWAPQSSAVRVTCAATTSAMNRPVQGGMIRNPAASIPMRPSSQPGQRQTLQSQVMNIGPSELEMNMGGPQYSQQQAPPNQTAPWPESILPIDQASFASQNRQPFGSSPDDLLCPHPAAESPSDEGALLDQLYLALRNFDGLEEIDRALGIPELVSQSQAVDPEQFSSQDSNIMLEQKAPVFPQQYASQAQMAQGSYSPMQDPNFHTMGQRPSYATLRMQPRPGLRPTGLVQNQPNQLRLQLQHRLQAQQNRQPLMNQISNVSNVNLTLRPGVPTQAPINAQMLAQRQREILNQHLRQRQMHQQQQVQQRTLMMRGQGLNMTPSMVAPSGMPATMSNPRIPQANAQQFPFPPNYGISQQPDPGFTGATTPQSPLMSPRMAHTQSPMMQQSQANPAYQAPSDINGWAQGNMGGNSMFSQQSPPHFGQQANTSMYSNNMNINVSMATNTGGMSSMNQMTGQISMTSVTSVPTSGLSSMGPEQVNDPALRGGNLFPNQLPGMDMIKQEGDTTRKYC
SRC1 inh = SRC1 coactivator transcriptional activity inhibitors, primary screen, cell-based, luminescence; Nuclear receptor coactivator 1 (Homo sapiens), Q15788; HEK293 GAL4-SRC1 luciferase reporter; inhibition, % at 3.6 µM; hit rate 0.12% among 360,000; AID 588354, 2011;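 active = inhibition above the campaign mean plus 3 SD, with each screening campaign given its own cutoff, cut at about 60% in these data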;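 note: 0% = DMSO treated cells and 100% = gossypol at 36 µM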
LRH-1 inv ag = LRH-1 (NR5A2) inverse agonists, primary screen, cell-based, luminescence, HEK293T, StAR-luciferase reporter. Nuclear receptor subfamily 5 group A member 2 (Homo sapiens), O00482. inhibition, % at 3.6 µM. hit rate 0.13% among 360,000. LRH-1 transfected, 24 h;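 active = inhibition above the mean inhibition of all tested compounds plus 3 SD, cut at about 73% in these data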;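 note: 0% = DMSO wells and 100% = reporter-only cells lacking LRH-1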
TLR9-MyD88 inh = inhibitors of TLR9-MyD88 association in cells, primary screen, cell-based, CHO, BLA complementation, fluorescence; Toll-like receptor 9 (Homo sapiens) + Myeloid differentiation primary response protein …; CCF4 FRET ratio; inhibition, % at 4.98 µM; hit rate 0.21% among 340,000; AID 504734, 2011;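 active = inhibition above the mean over all tested compounds plus 3 SD, cut at about 21% in these data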;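 note: 0% = DMSO only wells and 100% = clavulanate BLA inhibitor control wells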
TWEAK-Fn14 inh = inhibitors of TWEAK-Fn14 signaling, primary screen, luciferase reporter cells, uHTS; TWEAK-stimulated Fn14 reporter cells, luciferase luminescence, 8 h; inhibition, % at 10 µM; hit rate 2% among 360,000; in the data active = inhibition above about 50%
ABHD5-PLIN5 inh = ABHD5-PLIN5 interaction inhibitors, primary screen, cell lysate, split luciferase complementation, luminescence; Split G. princeps luciferase complementation, 4 h; Perilipin-5 (Homo sapiens) + 1-acylglycerol-3-phosphate O-acyltransferase ABHD5 (Homo …; hit rate 0.78% among 360,000; inhibition, % at 4 µM;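 active = inhibition above the mean inhibition across every tested compound plus 3 SD, cut at about 22% in these data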;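 note: 0% = DMSO only wells and the 100% control is not disclosed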
NCOA3 inh = SRC3 coactivator transcriptional activity inhibitors, primary screen, cell-based, luminescence; AID 588352, 2011; Nuclear receptor coactivator 3 (Homo sapiens), Q9Y6Q9; HEK293 GAL4-SRC3 luciferase reporter; hit rate 0.17% among 360,000; inhibition, % at 3.6 µM;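 active = inhibition above a per-campaign cutoff, the mean of all compounds plus 3 SD, cut at about 60% in these data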;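 note: 0% = DMSO-treated cells and 100% = gossypol-treated cells at 36 µM; higher means less SRC3-driven luciferase light from the GAL4 reporter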
* marks the source's active call; other numbers are inactive results; . = no result given. The list is partial; count on the stated rates, not on these rows.

The opening five compounds, ahead of the listing:
SMILES | NOD2 RIPK2 PPI | TROY NFkB inh | Granule exo inh | COUP-TFII inh | SRC2 inh | SRC1 inh | LRH-1 inv ag | TLR9-MyD88 inh | TWEAK-Fn14 inh | ABHD5-PLIN5 inh | NCOA3 inh
CCCC(C(=O)Nc1ccc(S(=O)(=O)Nc2ncccn2)cc1)c1ccccc1 (stereo not given) | -5 | -13 | -3 | 15 | -12 | -2 | -29 | 3 | -4 | 1 | -34
CCn1nc(C(=O)OC(C(=O)c2c[nH]c3ccccc23)c2ccccc2)c2ccccc2c1=O (stereo not given) | -2 | 20 | 1 | -15 | -16 | -25 | 10 | 3 | 0 | 0 | -24
COC(=O)c1c(NC(=O)c2ccoc2C)sc(C)c1C | -6 | -2 | -2 | -10 | -20 | 5 | 18 | 6 | -2 | 2 | 8
COCCn1cnc2c1c(=O)n(Cc1ccccc1C#N)c(=O)n2Cc1ccccc1 | 11 | -6 | 4 | -11 | 32 | 25 | 1 | 5 | 10 | 2 | 0
COc1ccc(S(=O)(=O)N(CC(=O)O)Cc2ccccc2)cc1OC | 0 | -19 | -2 | 5 | 11 | 9 | 15 | -7 | 6 | -1 | 8

Results, from the first entry:
SMILES | NOD2 RIPK2 PPI | TROY NFkB inh | Granule exo inh | COUP-TFII inh | SRC2 inh | SRC1 inh | LRH-1 inv ag | TLR9-MyD88 inh | TWEAK-Fn14 inh | ABHD5-PLIN5 inh | NCOA3 inh
CCCC(C(=O)Nc1ccc(S(=O)(=O)Nc2ncccn2)cc1)c1ccccc1 (stereo not given) | -5 | -13 | -3 | 15 | -12 | -2 | -29 | 3 | -4 | 1 | -34
CCn1nc(C(=O)OC(C(=O)c2c[nH]c3ccccc23)c2ccccc2)c2ccccc2c1=O (stereo not given) | -2 | 20 | 1 | -15 | -16 | -25 | 10 | 3 | 0 | 0 | -24
COC(=O)c1c(NC(=O)c2ccoc2C)sc(C)c1C | -6 | -2 | -2 | -10 | -20 | 5 | 18 | 6 | -2 | 2 | 8
COCCn1cnc2c1c(=O)n(Cc1ccccc1C#N)c(=O)n2Cc1ccccc1 | 11 | -6 | 4 | -11 | 32 | 25 | 1 | 5 | 10 | 2 | 0
COc1ccc(S(=O)(=O)N(CC(=O)O)Cc2ccccc2)cc1OC | 0 | -19 | -2 | 5 | 11 | 9 | 15 | -7 | 6 | -1 | 8
CN(C)S(=O)(=O)c1cccc(C(=O)N2CCN(S(=O)(=O)c3ccc4c(c3)OCCO4)CC2)c1 | 3 | 2 | -6 | 8 | 21 | -10 | -2 | 2 | 1 | -7 | 4
N#CCCN1CCN(S(=O)(=O)c2ccc3c(c2)CCC3)CC1 | -6 | 7 | -2 | -12 | -18 | -5 | 15 | -23 | 9 | -7 | 16
O=C1CC2(CCN(C(=O)c3cccc(F)c3)CC2)Oc2ccccc21 | 0 | 1 | -5 | 24 | 10 | -3 | -18 | -11 | -15 | -8 | -3
COc1ccc(NC(=O)C(c2ccc(Cl)cc2)C(C)C)cn1 (stereo not given) | -4 | -7 | -2 | . | . | -21 | 17 | -2 | -1 | -3 | 22
Cn1cc(CNC(=O)C2CCC(=O)N(Cc3ccc(Cl)cc3)C2)cn1 (stereo not given) | -11 | -8 | 0 | -16 | 6 | 2 | -2 | 6 | 1 | -7 | 12
Cc1ccc2c(c1)C(=O)CC1(CCCC1)O2 | -10 | -5 | -3 | 10 | -18 | -8 | 10 | -3 | 0 | 1 | 0
CCn1cc(-c2cc(C(=O)O)on2)c(C)n1 | 6 | 16 | -3 | 8 | 0 | -2 | -1 | . | 4 | 2 | 17
COc1ccc([C@@H]2C[C@H]3[C@@H](CN2S(=O)(=O)c2ccccc2)C(=O)C[C@@H](c2ccc(C)cc2)N3S(=O)(=O)c2ccc(C)cc2)cc1 | -1 | -2 | -1 | 2 | 11 | -2 | 9 | 2 | -19 | 0 | -2
N#Cc1ccc(CSc2nnc(-c3cccnc3)n2-c2ccccc2)cc1 | -15 | -7 | -3 | 19 | 9 | 1 | 2 | -6 | 1 | -4 | 10
O=c1[nH]c(/C=C/c2cccc(Br)c2)nc2ccccc12 | -6 | -19 | -9 | -12 | -30 | -9 | -11 | 2 | -14 | -4 | -13
Cc1ccccc1OCC(=O)O/N=C(\N)Cc1ccc(Cl)cc1 | -11 | -7 | 0 | 8 | -5 | 10 | 21 | 10 | 4 | -11 | 2
CC(C)(C)C(O)C(Cc1ccccc1Cl)n1cncn1 (stereo not given) | 2 | 31 | 16 | 17 | -5 | 20 | 4 | -4 | 15 | 14 | -2
O=C(Nc1ccc(-c2nnc(-c3ccco3)o2)cc1)C(c1ccccc1)c1ccccc1 | -1 | 7 | -2 | -8 | -25 | 5 | -4 | 5 | 12 | 3 | -1
O=C(Nc1cccc(C(=O)NC2CCCCC2)c1)c1ccccc1 | -6 | -21 | -3 | 23 | -11 | 3 | -24 | -6 | -8 | -7 | 9
C/C(=N\NC(=O)c1c(Br)c(C)nn1C)c1ccc(NC(=O)c2ccoc2C)cc1 | -2 | -56 | -1 | -37 | -46 | -50 | -52 | 5 | -23 | -2 | -44
CC(=O)Oc1ccc(OC(C)=O)c(SCCCCCCl)c1 | -15 | -15 | 3 | -20 | 26 | -23 | -15 | -2 | 76* | 12 | 6
COc1cc(NC(=O)c2ccc(F)cc2)c(OC)cc1NC(=O)CN1CCCCC1 | -4 | -16 | 5 | 5 | -3 | 7 | 9 | -3 | -14 | -5 | -8
CCOc1ccccc1N(CC(=O)NC1CCCC1)C(=O)CCC(=O)Nc1cc(C)on1 | -8 | -2 | -2 | -16 | 0 | -10 | -11 | -10 | -3 | 2 | 15
COc1ccc(OCc2cc(C(=O)N(C)Cc3cc(C4CC4)n[nH]3)no2)c(Cl)c1 | 10 | -18 | 1 | -25 | -44 | -65 | -127 | -7 | -24 | -12 | -76
COC(=O)c1sc(NC(=O)C(C)C)c(C(=O)OC)c1C | 1 | 1 | 7 | 5 | -16 | -2 | -6 | 1 | 9 | 6 | 14
O=C(CCC(=O)Nc1ccc(F)cc1)N/N=C/c1c[nH]c2ccccc12 | -4 | -20 | 3 | 5 | 12 | -31 | 8 | -5 | 0 | -4 | 8
COc1cc(CCC(=O)OCC(=O)Nc2cc(S(=O)(=O)N3CCOCC3)ccc2Cl)cc(OC)c1OC | 0 | 5 | -1 | -7 | 9 | 0 | 8 | -8 | -6 | 4 | 2
COCCN(Cc1cc2cc(C)c(C)cc2nc1Cl)C(=O)Nc1ccccc1 | 11 | -1 | -9 | -4 | -6 | 11 | 2 | 8 | -48 | 1 | 17
CCN(CC)C(=O)c1ccc2c(c1)nnn2C | -7 | 6 | 2 | 5 | -13 | -14 | -5 | -3 | -1 | 0 | 17
O=C(Oc1ccccc1)N(c1ccccc1)c1ccccc1 | -10 | -16 | 0 | 8 | 30 | 16 | -1 | . | 9 | -2 | 25

Random excerpt: three records from the list
SMILES | NOD2 RIPK2 PPI | TROY NFkB inh | Granule exo inh | COUP-TFII inh | SRC2 inh | SRC1 inh | LRH-1 inv ag | TLR9-MyD88 inh | TWEAK-Fn14 inh | ABHD5-PLIN5 inh | NCOA3 inh
O=C(Nc1cccc(C(=O)NC2CCCCC2)c1)c1ccccc1 | -6 | -21 | -3 | 23 | -11 | 3 | -24 | -6 | -8 | -7 | 9
COc1cc(NC(=O)c2ccc(F)cc2)c(OC)cc1NC(=O)CN1CCCCC1 | -4 | -16 | 5 | 5 | -3 | 7 | 9 | -3 | -14 | -5 | -8
COC(=O)c1sc(NC(=O)C(C)C)c(C(=O)OC)c1C | 1 | 1 | 7 | 5 | -16 | -2 | -6 | 1 | 9 | 6 | 14

(list continues)
SMILES | NOD2 RIPK2 PPI | TROY NFkB inh | Granule exo inh | COUP-TFII inh | SRC2 inh | SRC1 inh | LRH-1 inv ag | TLR9-MyD88 inh | TWEAK-Fn14 inh | ABHD5-PLIN5 inh | NCOA3 inh
Cc1cccc(Oc2cc(NC(=O)c3ccccc3)cc([N+](=O)[O-])c2)c1 | 2 | 57* | -2 | 50* | 30 | 12 | 35 | -8 | 59* | -12 | 23
COc1ccccc1NC(=O)c1sc2ncn(CC(=O)N3CCC(C)CC3)c(=O)c2c1C | -8 | -16 | -3 | -8 | -18 | 5 | -11 | -17 | -2 | 2 | -8
O=C(Nc1ccc([N+](=O)[O-])cc1)c1cccc(S(=O)(=O)Nc2ccccn2)c1 | -11 | -17 | -14 | -8 | 5 | 10 | 15 | -3 | -25 | 5 | -18
Cc1ccnc(NC(c2ccccc2O)c2oc(CO)cc(=O)c2O)c1 (stereo not given) | -12 | -13 | -1 | -16 | -33 | 5 | -42 | 4 | -3 | -6 | -10
CC(=O)c1c(C)[nH]c(C(=O)Nc2ccc(C)c(S(=O)(=O)Nc3ccc(C)cc3C)c2)c1C | 0 | 58* | 0 | -23 | -9 | 5 | -13 | -7 | 47 | -9 | 10
Cc1cccc(NC(=O)C(=O)NCc2ccc3c(c2)OCO3)c1C | 7 | -12 | -5 | -1 | -6 | 7 | -14 | 1 | -4 | -5 | 6
Cc1ccc2oc(=O)cc(CN3CCOCC3)c2c1 | -9 | -20 | 1 | -10 | -18 | -9 | 3 | 4 | -9 | 2 | -6
COC(=O)c1ccc(CNS(=O)(=O)c2ccc3ccccc3c2)cc1 | -3 | 14 | 9 | 8 | 6 | -9 | -27 | -8 | 6 | 3 | 10
CC1(C)CC(=O)c2sc(N3CCCCC3)nc2C1 | 0 | -42 | -1 | -11 | -41 | -72 | -64 | -5 | -17 | -1 | -119
O=C(CCS(=O)(=O)c1ccccc1)Nc1ccccc1F | 1 | -12 | -1 | -11 | -31 | 2 | -9 | -7 | -3 | 4 | 2
O=C(Nc1ccccc1)Nc1nnc([C@H]2C[C@H](O)[C@@H](CO)O2)s1 | -8 | -37 | -12 | -12 | -22 | -13 | -42 | . | 7 | 3 | -14
COc1ccc(S(=O)(=O)O/N=C2\CCCc3ccccc32)cc1 | 9 | 8 | 5 | -1 | -4 | -2 | -5 | 4 | 7 | 1 | 8
CCN(C[C@H]1N[C@@](CC)(C(=O)OC)[C@H]2C(=O)N(Cc3ccccc3)C(=O)[C@@H]12)S(=O)(=O)c1ccc(C)cc1 | -6 | 0 | 2 | 5 | -4 | -6 | -9 | -12 | 5 | -15 | -13
